mIAP block – inhibitors of mouse IAP, primary screen, biochemical, luminescence, uHTS; 0.2% of 330,000 active; inhibition, % at 10 µM; purified mouse IAP, CDP-Star luminescence, 30 min; intestinal alkaline phosphatase [Mus musculus];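 active means inhibition of at least 40% at 10 µM in the primary screen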;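 further: plate controls were DMSO with enzyme for no effect and no enzyme wells for full effect; values of inactives mirror those of a sister screen read the other way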
NALP3 yeast inh – NALP3 inflammasome inhibitors in reconstituted yeast, primary screen, luminescence, uHTS. Yeast reconstituted NLRP3/ASC/caspase-1, beta-gal luminescence, 24 h. 0.39% of 330,000 active. inhibition, % at 10 µM;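 active means inhibition of 50% or more; inactive means inhibition below 50%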;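 further: plate controls were induced DMSO wells for no effect and uninduced yeast grown without galactose for full effect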
hIAP block – human IAP inhibitors, primary screen, biochemical, luminescence, uHTS; Intestinal-type alkaline phosphatase (Homo sapiens), P09923; purified IAP, CDP-Star luminescence, 30 min; inhibition, % at 10 µM; 0.12% of 330,000 active; AID 2544, 2010;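 active means inhibition reaching a set limit with compound at 10 µM in the primary screen, cut at about 35% in these data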;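 further: plate controls were DMSO wells with enzyme for no effect and no-enzyme buffer wells for full effect; values of inactives mirror those of a sister screen read the other way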
Target sequence (P09923 whole entry, looked up): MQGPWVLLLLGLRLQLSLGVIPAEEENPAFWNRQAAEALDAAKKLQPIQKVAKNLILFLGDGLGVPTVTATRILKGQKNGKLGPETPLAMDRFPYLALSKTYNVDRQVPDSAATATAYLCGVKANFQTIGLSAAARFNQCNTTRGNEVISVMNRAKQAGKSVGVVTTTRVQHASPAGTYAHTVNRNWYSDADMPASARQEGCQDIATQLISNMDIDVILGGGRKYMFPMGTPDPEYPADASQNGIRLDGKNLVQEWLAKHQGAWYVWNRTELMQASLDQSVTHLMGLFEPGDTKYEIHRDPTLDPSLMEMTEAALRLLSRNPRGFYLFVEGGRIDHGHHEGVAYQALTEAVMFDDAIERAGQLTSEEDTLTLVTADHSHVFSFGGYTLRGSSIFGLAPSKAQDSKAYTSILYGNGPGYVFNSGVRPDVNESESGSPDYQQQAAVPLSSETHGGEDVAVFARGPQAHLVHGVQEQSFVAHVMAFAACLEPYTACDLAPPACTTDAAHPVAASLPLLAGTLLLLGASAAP
hIAP act – human IAP activators, primary screen, biochemical, luminescence, uHTS; Intestinal-type alkaline phosphatase (Homo sapiens), P09923; purified human IAP, CDP-Star luminescence, 30 min; hits give high values; 1 = vehicle-only enzyme, 0 = enzyme-free background; activation factor at 10 µM; 0.16% of 330,000 active; AID 2524, 2010;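 active means activation factor of the enzyme at least 2-fold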; further: the source names both 10 and 20 µM as test concentration; values of inactives mirror those of a sister screen read the other way
APOBEC3A inh – APOBEC3A ssDNA deaminase inhibitors, primary screen, selectivity assay for APOBEC3G inhibitor project, biochemical, FAM/TAMRA oligo cleavage fluorescence; recombinant A3A, FAM/TAMRA ssDNA deamination fluorescence; inhibition, % at 20 µM; 0.41% of 330,000 active; AID 493011, 2011;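 active means at least 40% inhibition at 20 µM here, with at most 30% in a related deaminase screen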;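 further: plate controls were A3A with DMSO for no effect and wells lacking A3A enzyme for full effect; some results filed as inactive read as strong as hits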
Target sequence (P31941 whole entry, looked up): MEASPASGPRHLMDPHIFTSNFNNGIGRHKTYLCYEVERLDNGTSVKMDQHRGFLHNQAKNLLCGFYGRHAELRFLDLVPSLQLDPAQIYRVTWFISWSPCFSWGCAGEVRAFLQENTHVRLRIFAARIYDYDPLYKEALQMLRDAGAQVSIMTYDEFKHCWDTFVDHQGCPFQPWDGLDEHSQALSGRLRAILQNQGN
mIAP activ – activators of mouse IAP, primary screen, biochemical, luminescence, uHTS; intestinal alkaline phosphatase [Mus musculus]; muIAP, CDP-Star luminescence, 30 min; hits give high values; 1 = vehicle-only enzyme signal, 0 = enzyme-free wells; activation factor at 10 µM; 0.24% of 330,000 active; AID 2805, 2010;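 active means activation factor of at least 2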; further: the source names both 10 and 20 µM as test concentration; values of inactives mirror those of a sister screen read the other way
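System: mouse IAP enzyme. Reagent: CDP-Star chemiluminescent phosphatase substrate. Benchmarks: DMSO wells, no-enzyme wells. Times: 30 min enzyme-substrate-compound incubation at room temperature. Detection: luminescence from enzymatic CDP-Star hydrolysis. Doses: test compounds delivered from DMSO solution.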
SENP1 FRET inh – human SENP1 catalytic domain inhibitors, primary screen, biochemical, FRET, uHTS. recombinant SENP1 catalytic domain, CyPet-SUMO1-YPet FRET cleavage. inhibition, % at 10 µM. 0.21% of 360,000 active;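 active means inhibition at least 30% at 10 µM, raw YFP signal under a set limit, fluorescence ratio 0.5 to 1.5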;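 further: 0% = enzyme with DMSO and 100% = no enzyme wells; some results filed as inactive read as strong as hits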
Target sequence (Q9P0U3 419-644 limits assumed): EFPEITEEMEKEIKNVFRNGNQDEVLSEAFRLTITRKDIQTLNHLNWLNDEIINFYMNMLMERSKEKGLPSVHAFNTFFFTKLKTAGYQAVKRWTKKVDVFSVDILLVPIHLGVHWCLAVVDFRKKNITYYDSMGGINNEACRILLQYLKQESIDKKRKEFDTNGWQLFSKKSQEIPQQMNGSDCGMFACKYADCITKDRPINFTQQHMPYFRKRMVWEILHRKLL
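Test system: human SENP1 catalytic domain; medium: Tris pH 8 buffer plus EDTA, NaCl, BME, BSA, NP40, catalase; incubation: 50 min reaction at room temperature; technique: FRET, CFP and YFP emission; controls: no-enzyme low control and enzyme-plus-DMSO high control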
MIN6 prolif – inducers of MIN6 beta-cell proliferation, primary screen, ATP luminescence, uHTS. MIN6 cells proliferation, ATPlite luminescence, 48 h; cells starved in 0.2% serum; 100% = growth in 10% serum. proliferation, % at 10 µM. 0.29% of 330,000 active;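 active means compounds whose signal lies at least 3.5 SD above the mean of all wells on their plate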;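 further: 0% = DMSO-treated cells in low-serum medium and 100% = 10% serum control; some compounds called inactive have numbers as strong as hits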
A3G deaminase – APOBEC3G DNA deaminase inhibitors, primary screen, biochemical, fluorescence, single-stranded DNA substrate, uHTS. DNA dC->dU-editing enzyme APOBEC-3G (Homo sapiens), Q9HC16. recombinant A3G, ssDNA deamination FAM/TAMRA fluorescence. inhibition, % at 20 µM. 0.28% of 330,000 active. AID 493012, 2011;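 active means inhibition of at least 40% at 20 µM, with no more than 30% in the related APOBEC3A deaminase screen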;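 further: plate controls were DMSO wells with A3G for no effect and wells lacking A3G enzyme for full effect; some compounds called inactive have numbers as strong as hits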
* hit, by the source's call. Only part of the results is shown; count on the stated rates, not on these rows.

Second line of a record: mIAP block	NALP3 yeast inh	hIAP block	hIAP act	APOBEC3A inh	mIAP activ	SENP1 FRET inh	MIN6 prolif	A3G deaminase
- CCOC(=O)CCCOC(=O)c1ccc(S(=O)(=O)N(C)C)cc1
→ -10	7	-21	1.2	-2	1.1	1	-2	-3
- CC(C)OCc1c(C(=O)OC/C(O)=C(\C#N)c2nc3ccccc3[nH]2)oc2ccccc12
→ 20	-2	3	0.97	4	0.8	-50	3	-1
- Cc1nn(CC(=O)c2ccc3c(c2)OCCO3)c(=O)c(C#N)c1C
→ 1	13	-2	1	-4	0.99	-5	-2	-4
- CC(=O)c1cccc(Nc2ccc(-c3ccccc3F)nn2)c1
→ -6	2	3	0.97	-3	1.1	-1	-3	-6
- CCC(=NCCc1c(C)[nH]c2ccc(C)cc12)C1=C(O)CC(c2ccccc2)CC1=O (stereo not given)
→ 7	15	-2	1	-3	0.93	1	0	0
- CCO[C@@H]1OC(C(=O)NCc2nc3ccccc3[nH]2)=C[C@H](C(C)(C)C)[C@H]1CCCO
→ -13	0	5	0.95	1	1.1	0	-8	-8
- CC(/C=C/c1ccccc1)=N\NC(=O)c1ccc2c(c1)OCCO2
→ 16	14	-13	1.1	0	0.84	1	1	-3
- O=C1NC(c2ccc(-c3ccccc3[N+](=O)[O-])o2)C(C(=O)c2ccccc2)C(O)(C(F)(F)F)N1 (stereo not given)
→ 7	16	-37	1.4	-2	0.93	-3	-3	-6
- CCC(=O)N1CCc2cc(S(=O)(=O)CCC(=O)NCc3ccco3)ccc21
→ -1	17	-2	1	0	1	-1	3	-3
- Cc1ccc(SCC(=O)OCC(=O)N(C)CC(=O)Nc2ccccc2Cl)cc1C
→ -3	19	-6	1.1	-3	1	1	1	-6
- Cc1nn(-c2ccccc2)c(C)c1C(=O)NNC(=O)C(F)(F)F
→ 7	10	4	0.95	4	0.93	3	-3	7
- COc1ccc(NC(=O)C2(N(CC(C)C)C(=O)Cn3nnnc3N)CCCCC2)cc1
→ -10	15	-15	1.1	-7	1.1	1	-1	-7
- CCc1nn(C(CC)C(=O)NCCCN2CC(C)CC(C)C2)c(=O)c2cc3oc(C)cc3n12 (stereo not given)
→ -7	13	-28	1.3	1	1.1	1	-1	-1
- O=C(NC1CCCC1)C(=O)N(Cc1cccnc1)C(C(=O)NCC1CCCO1)c1ccco1 (stereo not given)
→ 8	13	-4	1	3	0.92	-2	-2	-1
- COC(=O)c1c(CCl)noc1C(=O)NCC1CCCO1 (stereo not given)
→ 7	-6	23	0.77	-1	0.93	2	-3	-5
- CCOC(=O)N1CCN(C(=O)c2cn(C)c3ccc(S(=O)(=O)N4CCCC4)cc3c2=O)CC1
→ -11	-11	10	0.9	-3	1.1	1	0	-9
- COc1cnc(-c2cccc(C(F)(F)F)c2)[nH]c1=O
→ -3	7	7	0.93	1	1	1	-2	-3
- Cc1occc1-c1nnc(SCC(=O)NC2CCC(C)CC2)o1 (stereo not given)
→ -3	16	-14	1.1	1	1	1	0	-1
- CCC(=O)NS(=O)(=O)c1cccnc1Nc1ccccc1Cl
→ -11	2	10	0.9	-4	1.1	2	-1	-5
- N#CCSc1nc2c(c(C3CC=CCC3)c1C#N)CCC2 (stereo not given)
→ -5	29	-18	1.2	-1	1.1	2	-6	-9
- Cc1cccc(C)c1NC(=O)CN1C(=O)NC(C)(CCc2ccccc2)C1=O (stereo not given)
→ -1	19	-23	1.2	2	1	1	-3	-6
- OCC[C@H]1C[C@H](O)[C@@H](O)[C@@]2(CCc3ccccc3O2)O1
→ 2	-4	-6	1.1	2	0.98	0	2	1
- CC(Sc1nnnn1C)C(=O)Nc1cc(S(=O)(=O)N2CCCCC2)ccc1Cl (stereo not given)
→ 8	-15	19	0.81	-6	0.92	-5	-2	-9
- Cc1ccc(-c2csc(NC(=O)Cc3ccc(F)cc3)n2)o1
→ 4	0	11	0.89	-3	0.96	-3	-5	11
- Cc1cc(NC(=O)NCc2ccccc2)c(=O)n(Cc2ccccc2F)c1
→ 0	24	-16	1.2	-7	1	0	-2	1
- CC1=CC(C)(C)N(C(=O)CSc2nnc(-c3ccc(C)cc3)o2)c2ccc(C)cc21
→ -8	6	-11	1.1	1	1.1	-1	-5	-2
- CC#CCN1c2ccccc2[C@]23C[C@@H](C(=O)OC)N(C(=O)NC4CCCCC4)C2=NC(C(=O)OC)=C(C(=O)OC)[C@H]13
→ 2	4	7	0.93	2	0.98	1	-1	-5
- CCn1c2ccccc2c2cc(NC(=O)CSc3nnc(-c4cccc(OC)c4)n3N)ccc21
→ -16	9	-4	1	2	1.2	4	-5	3
- COc1cc(-n2c(C)nc3cccnc32)c(Cl)cc1C(=O)O
→ 3	16	-3	1	-2	0.97	2	2	-3
- CCCc1cc(=O)[nH]c(SCC(=O)N2CCN(S(=O)(=O)c3ccc(C)cc3C)CC2)n1
→ 6	2	-10	1.1	8	0.94	-1	-2	6
- Cc1cc(Cl)ccc1OCc1cn2cccnc2n1
→ 13	12	11	0.89	-2	0.87	-2	-3	-12
- CCOc1ccc(NC(=O)COC(=O)Cc2ccsc2)cc1
→ -5	15	-8	1.1	0	1	-1	-2	-8
- CCOC(=O)c1ccc(-n2cncn2)nc1
→ -8	-5	8	0.92	-2	1.1	1	0	-1
- Cc1sc2nc(CSCC(=O)Nc3ccccc3C#N)[nH]c(=O)c2c1C
→ 20	14	0	1	2	0.8	3	0	-4
- CSc1ccccc1NC(=O)CN(C)C(C)C(=O)Nc1ccc(C#N)cc1 (stereo not given)
→ -9	1	-36	1.4	1	1.1	-1	3	-14
- CCN(CC)c1ccc(N)cc1S(=O)(=O)Nc1ccccc1OC
→ 12	3	1	0.99	6	0.88	3	-4	35
- Cc1cc(NCc2ccccn2)n2ncc(-c3ccccc3)c2n1
→ 11	21	-44	1.4	-1	0.89	0	-4	-4
- CCCCc1cc(=O)oc2cc(C)cc(OCC(=O)N[C@@H](CSCc3ccccc3)C(=O)O)c12
→ 17	8	0	1	6	0.83	1	-4	5
- CC(NC(=O)c1ccc(Br)s1)c1ccncc1 (stereo not given)
→ -5	11	6	0.94	1	1.1	-1	-3	0
- COC(=O)c1ccc(NC(=O)CSc2nnc(C)n2-c2ccccc2)cc1
→ 2	1	3	0.97	5	0.98	-1	-2	10
- CCN1C(=O)CS/C1=C(\C#N)S(=O)(=O)c1ccccc1
→ 18	7	-18	1.2	-8	0.82	-11	-2	-9
- O=c1[nH]c(Sc2ccc([N+](=O)[O-])cc2[N+](=O)[O-])nc2ccccc12
→ 4	15	-8	1.1	-1	0.96	4	-3	-2
- NC(=O)c1ccsc1NC(=O)CSc1nnc2ccccn12
→ -5	12	-20	1.2	0	1	-4	0	-11
- O=C(CCOc1ccccc1)Nc1ccnn1C1CCN(C(=O)CCC(F)(F)F)CC1
→ 3	-1	-16	1.2	-3	0.97	2	-3	2
- Cc1ccc(-c2nc3ccccc3[nH]2)cc1NC(=O)/C=C/c1ccco1
→ 0	12	-5	1.1	15	1	-6	-5	8
- COC(=O)c1ccccc1NS(=O)(=O)c1ccc2c3c(cccc13)C(=O)N2
→ -9	2	-23	1.2	-2	1.1	-62	2	-5
- O=C(Nc1ccc2c(c1)OCO2)C1CCCN(S(=O)(=O)c2cccs2)C1 (stereo not given)
→ -7	10	1	0.99	-3	1.1	2	-1	-1
- Cc1ccc(-c2nnn(CC(=O)NC3CCCc4ccccc43)n2)cc1 (stereo not given)
→ -12	15	-13	1.1	-6	1.1	1	-2	-6
- O=C(NCCOC(=O)c1ccccc1)c1ccc([N+](=O)[O-])cc1
→ -4	2	-26	1.3	-8	1	2	5	-8
- CCCCN(Cc1cc2ccccc2[nH]c1=O)C(=O)c1ccccn1
→ -9	25	-4	1	-3	1.1	0	-1	-4
- CCCc1cc(=O)[nH]c(SCC(=O)N2CCCC2=O)n1
→ 4	15	8	0.92	-4	0.95	-1	-3	-11
- CC(=N)C1=C(O)CC(c2ccccc2)CC1=O (stereo not given)
→ -2	20	6	0.94	-1	1	-1	0	-5
- COc1ccc(CNC(=O)CCS(=O)(=O)c2ccc3c(c2)CCN3C(C)=O)cc1
→ -1	18	-7	1.1	-2	1	0	0	-5
- CCN(CC(=O)Nc1ccccc1OC)C(=O)COc1ccc2ccccc2c1
→ 0	17	1	0.99	2	1	1	0	-5
- OCC(O)C1OC(Nc2ccc(Br)cc2)C(O)C1O (stereo not given)
→ 0	1	-11	1.1	1	0.99	-3	0	2
- CCCc1nnc(NC(=O)CSc2ncn[nH]2)s1
→ 17	2	-17	1.2	-1	0.83	0	-2	-1
- Cc1ccc(S(=O)(=O)N2CCOC2CNC(=O)C(=O)NCCCc2ccccc2)cc1 (stereo not given)
→ 3	18	18	0.82	-3	0.97	0	-4	-3
- Cc1cc(C)cc(OCC(=O)OCC(=O)c2c(N)n(C)c(=O)n(C)c2=O)c1
→ 7	12	1	0.99	2	0.93	-1	-4	-6
- CC(=O)NC(CC(=O)Nc1nc(-c2ccc(N(C)S(C)(=O)=O)cc2)cs1)c1ccccc1 (stereo not given)
→ -18	5	2	0.98	2	1.2	-3	-4	-9
- CC(C)(C)NC(=O)C1CC(=O)OC12CCCCC2 (stereo not given)
→ 4	2	8	0.92	-5	0.96	2	0	-9

(list continues)
Second line of a record: mIAP block	NALP3 yeast inh	hIAP block	hIAP act	APOBEC3A inh	mIAP activ	SENP1 FRET inh	MIN6 prolif	A3G deaminase
- N=c1c(C(=O)NCC2CCCO2)cc2c(=O)n3ccccc3nc2n1Cc1ccc(Cl)cc1 (stereo not given)
→ 8	6	-7	1.1	1	0.92	-38	0	0
- Nc1cc(=O)[nH]c(SCC(=O)Nc2nnc(-c3ccccc3)s2)n1
→ 8	10	-8	1.1	2	0.92	-2	-2	-4
- O=C(OCCCc1cc2ccccc2c(=O)o1)c1ccc2c(c1)OCO2
→ 4	53*	22	0.78	-4	0.96	1	5	-9
- Cc1c(OCC(=O)Nc2cccnc2)ccc2c3c(c(=O)oc12)CCC3
→ 8	15	0	1	-1	0.92	0	0	-2
- Cc1ncoc1C(=O)Nc1ccccc1C(N)=O
→ 1	-9	-16	1.2	2	0.99	0	-3	-4
- CC(C)CN(CC(C)C)C(=O)COc1ccccc1C(N)=O
→ -8	10	-15	1.1	0	1.1	2	-3	-7
- Cc1ccc(C)c(N(C(=O)Cn2nnc3ccccc32)C(C(=O)NC(C)(C)C)c2ccsc2)c1 (stereo not given)
→ 15	2	-7	1.1	2	0.85	0	-2	-5

Bioassay records from PubChem BioAssay.
